Assay outcomes from PubChem BioAssay.
Tau FP inhib – inhibitors of human tau fibril formation; K18 P301L tau heparin fibrillization, Alexa594 FP, 6 h; Potency, µM (doses to about 57.7 µM), without a hit: at the top dose activity, negative = inhibition, actives largely listed as inhibitors; 280,000 tested, 0.39% active; further: on the % scale 0 is the no-effect control and ±100 the full control effect; nearly all actives have a fitted effect of over 55% in size
Target sequence (P10636 561-689 P618L limits assumed): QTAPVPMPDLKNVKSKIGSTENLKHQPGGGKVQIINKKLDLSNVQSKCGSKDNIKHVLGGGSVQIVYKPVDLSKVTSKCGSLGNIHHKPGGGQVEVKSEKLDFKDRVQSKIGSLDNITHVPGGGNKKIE
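Steps: dispense K18 P301L tau (15 uM plus 0.24 uM Alexa 594 tracer, final) in pH 7 sodium acetate; add compound; add heparin (20 uM final); incubate 6 hr, 37 C; add ThT (30 uM final); after 1 hr ambient, read FP.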
Tau ThT inhib – tau fibrillization inhibition (ThT binding); AID 1460; P10636; recombinant tau K18 P301L, heparin-induced fibrillization, ThT fluorescence; Potency, µM (top dose mostly 57.4 µM), inactives show top-dose activity, negative = inhibition, usual class: inhibitors; 270,000 tested, 2.1% active; further: on the % scale 0 is the no-effect control and ±100 the full control effect; nearly all actives have a fitted effect of over 55% in size
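Aggregation was driven by heparin (20 uM final) acting on recombinant tau […] bearing P301L in 100 mM sodium acetate pH 7; fibrils were detected with Thioflavin T.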
TRb-SRC2 inh – inhibitors of human thyroid hormone receptor beta-SRC2 interaction. AID 1469. Potency, µM (titrated, usually from 106 µM), inactives show at the highest dose activity change, negative = inhibition, hits mostly inhibitors. TRbeta-SRC2 peptide binding, fluorescence polarization; receptor liganded with 1 µM T3. 280,000 tested, 0.065% active. P10828;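 further: plate controls were bound peptide for no effect and peptide without receptor for full effect; nearly all actives have a fitted effect of over 50% in size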
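Quantitative HTS by FP: 0.6 uM TRb LBD, 20 nM labeled SRC2 20-mer, 1 uM T3, 5% DMSO; 5 hr ambient incubation; % activity per concentration and potencies from concentration series.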
HTT ATP protect – cytoprotection in Huntington HTT-Q103 PC12 cell model; PC12 HTT-Q103 induced, cytoprotection, ATP luminescence, 40 h; Potency, µM (highest dose often 56.4 µM), inactives show cytoprotection (ATP increase), most hits filed as activators; 230,000 tested, 0.14% active; AID 1471;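 further: % of control where 0% means no effect; nearly all actives have a fitted effect of over 45% in size; toxic huntingtin expression switched on by the ecdysone agonist tebufenozide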
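Cells were plated at 1500 per well in phenol red-free DMEM with 5% equine and 5% calf serum. Tebufenozide (100 nM final) and compounds were added, then ATPlite reagent, and luminescence was read.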
L3MBTL1 inh – L3MBTL1 (human) inhibition | Q9Y468 | AlphaScreen L3MBTL1–H3K9me1 peptide binding | Potency, µM (highest dose often 57.1 µM), for inactives: top-dose activity, negative = inhibition, hits mostly inhibitors | 230,000 tested, 0.66% active | AID 485360; further: on the % scale 0 is the no-effect control and ±100 the full control effect; nearly all actives have a fitted effect of over 60% in size
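AlphaScreen proximity signal between nickel-chelate acceptor and streptavidin donor beads (final 10 ug/mL) reports binding of 50 nM L3MBTL1 to 75 nM biotin-H3 K9me1 peptide; complex incubated with compounds 30 min at room temperature; cefsulodin titration as control.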
RECQ1 inh – blocks DNA unwinding by human RECQ1. RECQ1 DNA unwinding, red fluorescence kinetic read. Potency, µM (series often up to 57.3 µM), inactives show at the highest dose activity, negative = inhibition, most hits filed as inhibitors. 240,000 tested, 0.54% active. AID 2549;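 further: plate controls were vehicle for no effect and no enzyme for full effect; nearly all actives have a fitted effect of over 30% in size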
Target sequence (P46063 whole entry, looked up): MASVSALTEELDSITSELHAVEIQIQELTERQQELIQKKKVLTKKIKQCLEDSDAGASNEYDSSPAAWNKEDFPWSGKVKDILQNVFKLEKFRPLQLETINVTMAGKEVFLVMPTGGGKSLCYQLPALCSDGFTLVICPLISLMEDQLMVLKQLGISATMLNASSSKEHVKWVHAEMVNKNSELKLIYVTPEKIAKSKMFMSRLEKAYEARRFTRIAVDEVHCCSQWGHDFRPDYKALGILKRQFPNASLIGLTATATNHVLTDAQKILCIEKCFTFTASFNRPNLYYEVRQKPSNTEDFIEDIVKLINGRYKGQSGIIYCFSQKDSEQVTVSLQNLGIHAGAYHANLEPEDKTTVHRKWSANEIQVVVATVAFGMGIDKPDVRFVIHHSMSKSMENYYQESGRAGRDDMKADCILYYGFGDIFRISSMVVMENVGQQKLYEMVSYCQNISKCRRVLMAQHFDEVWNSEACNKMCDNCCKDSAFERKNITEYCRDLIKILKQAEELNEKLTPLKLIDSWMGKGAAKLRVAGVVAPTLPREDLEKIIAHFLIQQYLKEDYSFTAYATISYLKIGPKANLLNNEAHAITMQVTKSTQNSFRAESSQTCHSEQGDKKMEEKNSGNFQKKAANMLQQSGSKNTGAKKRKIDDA
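50 nM RECQ1T1 preincubated 15 min with compound in Tris pH 8.0 buffer with MgCl2, DTT, Tween-20 and 2.5 ug/ml poly(dI-dC); started with 200 nM TAMRA/BHQ-2 forked duplex and 2 mM ATP. Unwinding read as fluorescence (525/598 nm), two reads 2 h apart.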
Tau fluor cs – counter-screen for tau fibril formation inhibitors | tau K18 P301L (four-repeat tau fragment) Alexa594 fluorescence, heparin fibrillization | Potency, µM (doses to about 57.7 µM), for inactives: at the top dose activity change, negative = decrease | 280,000 tested, 0.93% active | AID 1463; further: on the % scale 0 is the no-effect control and ±100 the full control effect; nearly all actives have a fitted effect of over 55% in size
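Human K18 P301L tau (15 uM unlabeled plus 0.24 uM Alexa 594-labeled, final) in 100 mM sodium acetate pH 7 was mixed with compound and 20 uM heparin and incubated 6 hr at 37 C.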
TexasRed fluor – counter-screen for TRb-SRC2 inhibitors: fluorescence interference; TRb/SRC2 Texas Red total fluorescence interference; Potency, µM (doses to about 106 µM), inactives show at the highest dose fluorescence change, negative = quenching; 280,000 tested, 0.29% active; AID 1479; active means well fitted curve in either direction with a large enough effect; inconclusive means small, poorly fitted or top-dose-only effect; further: on the % scale 0 is the no-effect control and ±100 the full control effect
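Flags fluorescent or light-absorbing compounds by total fluorescence, S + 2P, at 555 nm excitation and 632 nm emission. Mixture: 20 nM Texas Red SRC2 peptide, 0.6 uM human TRb LBD, 1 uM T3, 5% DMSO; compound exposure 5 h at ambient temperature.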
* = called active by the depositor; i = inactive; ? = inconclusive; · = not tested or not shown; [ ] = remark or other dose. Unless noted, the call rests on the fitted dose curve; in most records, active means well fitted curve in the direction sought with a large enough effect; inconclusive means small, poorly fitted or top-dose-only effect, or another doubt; inactive means no such curve, though single readings can be large; an effect the other way counts as inactive or inconclusive. Potency means the concentration at half of the fitted maximal effect. Not all compounds are listed; the hit share may differ from the screen's.

SMILES	Tau FP inhib	Tau ThT inhib	TRb-SRC2 inh	HTT ATP protect	L3MBTL1 inh	RECQ1 inh	Tau fluor cs	TexasRed fluor
CCC(C)c1c(O)nc(SCc2ccccc2)[nH]c1=O (centres undefined)	3%	-4%	-24%	-22%	·	i	2%	-1%
Cc1ccc(OCC(=O)c2ccc3c(c2)CCCC3)cc1C	-3%	?	-11%	14%	44%[activator]	-5%	-6%	-2%
Cc1nn2c(-n3ccnc3)c3c(nc2c1-c1ccccc1)CCC3	-7%	-1%	0%	-9%	-5%	-1%	1%	-1%
Cc1cc(NC(=O)CSc2nnc(-c3ccncc3)n2N)ccc1Br	?	?	-1%	-5%	2%	-1%	-13%	-2%
Cc1cc(C)c(OCCOCCN(C)C)c(Br)c1	3%	2%	-11%	-9%[10 µM]	-9%	i	2%	1%
CCC/C(O)=C1\C(=O)CC(c2ccccc2)CC1=NC (centres undefined)	2%	3%	-23%	-5%	·	i	0%	1%
CC(CNC(=O)CN1C(=O)COc2ccc(S(=O)(=O)N3CCCCC3)cc21)c1ccccc1 (centres undefined)	0%	-4%	-8%	·	·	·	-17%	1%
Cc1ccc2cc(S(=O)(=O)NCCCN3CCOCC3)ccc2c1	-1%	-13%	-2%	-2%[10 µM]	-3%	-2%	-14%	-2%
CCCn1nnnc1SCC(=O)Nc1cccc(NC(=O)c2ccco2)c1	-2%	?	0%	16%[10 µM]	2%	-8%	-7%	1%
C=CCNC(=S)N1CCN(C2CCCCC2)CC1	3%	·	3%	-1%[10 µM]	·	i	29%	0%
Cc1csc(SCC(=O)Nc2cccc(S(=O)(=O)N3CCCC3)c2)n1	-10%	-17%	10%	-1%	·	-13%	-22%	-1%
CC(C)(C)OC(=O)N1CCC(c2c(C(=O)N3CCCCC3)cnn2-c2cccc(F)c2)CC1	1%	0%	0%	·	·	·	4%	1%
Cc1cc(=O)[nH]c(SCC(=O)N2CCCc3ccccc32)n1	2%	3%	-1%	30%[10 µM]	10%	i	6%	1%
c1ccc(N2CCN(c3nc4cc5c(cc4s3)OCO5)CC2)cc1	-4%	2.5µM*	-8%	-11%[10 µM]	3%	-10%	-18%	0%
O=C(NC1(C(=O)NC2CCCCC2)CCCCC1)c1ccccn1	1%	-9%	-1%	4%	·	-8%	-9%	1%

Some of these compounds in order of molecular weight, largest number first:
SMILES	Tau FP inhib	Tau ThT inhib	TRb-SRC2 inh	HTT ATP protect	L3MBTL1 inh	RECQ1 inh	Tau fluor cs	TexasRed fluor
CC(CNC(=O)CN1C(=O)COc2ccc(S(=O)(=O)N3CCCCC3)cc21)c1ccccc1 (centres undefined)	0%	-4%	-8%	·	·	·	-17%	1%
CC(C)(C)OC(=O)N1CCC(c2c(C(=O)N3CCCCC3)cnn2-c2cccc(F)c2)CC1	1%	0%	0%	·	·	·	4%	1%
Cc1cc(NC(=O)CSc2nnc(-c3ccncc3)n2N)ccc1Br	?	?	-1%	-5%	2%	-1%	-13%	-2%
Cc1ccc2cc(S(=O)(=O)NCCCN3CCOCC3)ccc2c1	-1%	-13%	-2%	-2%[10 µM]	-3%	-2%	-14%	-2%
O=C(NC1(C(=O)NC2CCCCC2)CCCCC1)c1ccccn1	1%	-9%	-1%	4%	·	-8%	-9%	1%
Cc1cc(C)c(OCCOCCN(C)C)c(Br)c1	3%	2%	-11%	-9%[10 µM]	-9%	i	2%	1%
Cc1nn2c(-n3ccnc3)c3c(nc2c1-c1ccccc1)CCC3	-7%	-1%	0%	-9%	-5%	-1%	1%	-1%
CCC(C)c1c(O)nc(SCc2ccccc2)[nH]c1=O (centres undefined)	3%	-4%	-24%	-22%	·	i	2%	-1%
CCC/C(O)=C1\C(=O)CC(c2ccccc2)CC1=NC (centres undefined)	2%	3%	-23%	-5%	·	i	0%	1%

Further structures:
SMILES	Tau FP inhib	Tau ThT inhib	TRb-SRC2 inh	HTT ATP protect	L3MBTL1 inh	RECQ1 inh	Tau fluor cs	TexasRed fluor
CC(C)n1c(SCc2ccc(Cl)cc2)nc2c1c(=O)[nH]c(=O)n2C	0%	-1%	10%	-4%[10 µM]	9%	-1%	4%	-2%
CCc1ccc(-c2nn(CC(=O)NCc3ccccc3)c3c2cnc2ccc(C)cc23)cc1	-5%	-3%	4%	·	·	·	-2%	2%
CSc1ccccc1NC(=O)CSc1nncs1	4%	10%	-10%	-17%	13%	-3%	9%	-2%
Cc1ccc(C=Nc2ccccc2C(N)=O)cc1	4%	-2%	5%	-51%[inhibitor][10 µM]	·	-8%	-6%	3%
O=C(CNc1cccc(C(F)(F)F)c1)N/N=C/c1ccccc1C(=O)O	2%	1%	5%	0%[10 µM]	-1%	-7%	3%	-4%
C/C(=N\NC(=O)C(=O)Nc1cc(Cl)ccc1Cl)c1ccncc1	-2%	?	-9%	·	2%	-2%	-4%	-2%
CCOC(=O)C(=CNc1cccc(N)n1)C(=O)OCC	?	-6%	0%	2%	-1%	2%	-6%	0%
Cc1ccc(-n2c(=O)cc(N3CCN(C(=O)c4ccco4)CC3)[nH]c2=O)cc1	6%	-13%	-2%	-29%	4%	-2%	0%	2%
Cc1[nH]c(=O)nc2c1CCC2	6%	-4%	3%	-9%	8%	-6%	0%	0%
O=C(CCS(=O)(=O)Cc1ccccc1F)N1CCc2ccccc2C1	-7%	-9%	-12%	-3%	-2%	-2%	-1%	-2%
CN1CCN(c2ncc(CN3C(=O)c4ccccc4C3=O)s2)CC1	-3%	1%	2%	34%[10 µM]	-17%	-5%	6%	-2%
S=C1NCN(C2CCCCC2)CN1Cc1ccccc1	-7%	2%	6%	38%[10 µM]	3%	-4%	-1%	7%
CCCCCOc1ccccc1CN1C(=O)C(=O)c2cc(C)ccc21	-2%	?	4%	·	·	·	-18%	-1%
Cc1ccsc1C(=O)OCC(=O)Nc1c(C)n(C)n(-c2ccccc2)c1=O	-4%	-6%	8%	9%[10 µM]	-16%	-1%	-5%	10%
COC(=O)c1c(-c2ccccc2)csc1NC(=O)c1ccco1	-11%	-2%	-7%	-17%	8%	-6%	0%	1%
Cc1ccccc1OCCn1c(=O)oc2ccccc21	-2%	-11%	5%	-4%	·	-4%	-15%	-2%
CCCN(CCC)C(=O)CCS(=O)(=O)c1cccc2nsnc12	-10%	-9%	-2%	-5%	0%	-4%	-2%	0%
CCCCCC(=O)Nc1cccc(C2=NOC3(C2)C[C@H](C(N)=O)N(C(=O)CC#N)C3)c1 (some centres undefined)	4%	3%	-14%	10%[10 µM]	·	35%[activator]	6%	1%
CCCCN(CC)CCCNC(=O)C1CCN(c2ncnc3c2sc2cccc(F)c23)CC1	-1%	-8%	-4%	-21%	·	0%	-7%	-7%
CC(=O)Nc1ccc(S(=O)(=O)N(C)CC(=O)N/N=C/c2cccc(O)c2)cc1	3%	4%	-3%	-4%[10 µM]	1%	i	10%	-3%
CN(C)/N=N\c1nc[nH]c1C(N)=O	·	·	4%[53 µM]	?	·	-12%[25.9 µM]	·	5%[53 µM]
CCOC(=O)N1CCc2c(sc3c2c(=O)n(Cc2ccccc2)c(=O)n3Cc2c(F)cccc2Cl)C1	2%	-8%	-2%	·	·	·	-14%	0%
CCCNC(=O)c1onc(CSc2ccccn2)c1C(=O)NCCC	-10%	1%	-3%	14%[10 µM]	·	i	-2%	-2%
COc1ccc(NC(C)=O)cc1NC(=O)c1cccc(C(F)(F)F)c1	4%	-5%	-4%	-20%	9%	-4%	-1%	-3%
CC(C)OCCCNC(=O)c1ccc(Br)cc1	-1%	-4%	-5%	-2%	10%	-1%	0%	-3%
CCOC(=O)CN1C(=O)N[C@@H](c2cccs2)C(C(C)=O)=C1C	2%[11.6 µM]	3%[11.5 µM]	-3%[11.2 µM]	5%[10 µM]	·	i[11.5 µM]	0%[11.6 µM]	0%[11.2 µM]
COc1cccc(Nc2nnc(SCN3C(=O)c4ccccc4C3=O)s2)c1	-14%	0%	3%	-2%[1.9 µM]	5%	-4%	?	2%
O=c1[nH]c(Nc2ccccc2)cc2ccccc12	-9%	?	-53%[53 µM]	-1%	-47%	?	-24%	1%[53 µM]
COc1cccc(-n2c(Cc3cc(=O)[nH]c(=O)[nH]3)nnc2SCC(=O)N2CCCC2)c1	0%	-4%	-11%	1%[10 µM]	10%	-16%	6%	-4%
Cc1ccccc1C(=O)NNC(=O)c1ccc(F)cc1	-9%	4%	-1%	22%	1%	0%	3%	-1%
COc1ccc(C(=O)N2CCN(c3ccc([N+](=O)[O-])c(-n4nc(C)cc4C)c3)CC2)cc1	5%	-15%	-6%	5%[10 µM]	?	1%	-6%	-1%
CC(C)Cc1nc(NCCN2CCOCC2)c(C#N)c2c1COC(C)(C)C2	4%	-6%	-3%	7%	16%[11.4 µM]	-13%	0%	-2%
CCOC(=O)Cc1c(C)nc2c(C#N)c[nH]n2c1=O	-2%	-3%	-9%	-9%	0%	-8%	-1%	-2%
Cc1c(C(=O)N2CCC(C)CC2)sc2ncnc(N3CCN(c4ccccc4)CC3)c12	-2%	-5%	0%	-6%[10 µM]	2%	-8%	-6%	1%
CC1CN(CCCOc2ccccc2[N+](=O)[O-])CC(C)O1 (centres undefined)	1%	-9%	-1%	5%	0%	-4%	2%	-3%
CC(C)(C)C1CCC2(CC1)SCC(=O)N2c1ccccc1 (centres undefined)	1%	6%	8%	-13%	-2%	-1%	-1%	-2%
CCCCc1ccc(C2C(C#N)=C(N)SC(N)=C2C#N)s1	?	25µM*	5%	21%	-13%	22µM*	25µM*[quencher]	-1%
